From PubChem
ALOX12 inh – Primary qHTS assay for inhibitors of human arachidonate 12S-lipoxygenase (ALOX12): Round 2 | Potency, µM (series often up to 108 µM), for inactives: at the highest dose activity change, negative = inhibition, most hits filed as inhibitors | Polyunsaturated fatty acid lipoxygenase ALOX12 (Homo sapiens), P18054 | purified 12hLO, xylenol orange hydroperoxide absorbance | hit rate 1.1% among 580,000; also: potency is read from the fitted curve at half-maximal effect; % is scaled to controls: 0 for no effect and ±100 for the full control effect
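Purified human 12hLO at 150 nM in 25 mM Hepes, 0.01% Triton X-100, pH 7.0, preincubated 15 min at room temperature with compound. Reaction started with 40 uM arachidonic acid, 30 min at room temperature. Hydroperoxide measured by Fe-xylenol orange, 573/405 nm absorbance ratio.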
ERG Ets-DNA blk – qHTS for Small Molecule Inhibitors of the ERG Ets/DNA interaction; Potency, µM (highest dose often 76.9 µM), without a hit: at the highest dose FP activity, negative = inhibition, most hits filed as inhibitors; AID 624246, 2012; fluorescence polarization, His-ERG Ets domain / labelled DNA; hit rate 0.028% among 370,000; Transcriptional regulator ERG (Homo sapiens), P11308; active = well fitted inhibition curve with a large enough effect in the polarisation, with a control signal flat; inconclusive = small, poorly fitted or top-dose-only effect, or effect the other way, or a change in a side signal; inactive = no such curve, though single readings can be large or run the other way; the % refers to the polarisation;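 also: polarization taken with two DNA probes labelled with fluorescein and Texas red; potency is read from the fitted curve at half-maximal effect; % of control where 0% means no effect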
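His-tagged ERG Ets domain (1 uM in the protein solution; 300mM KCl, 50mM Tris-HCl, 1mM EDTA, 1mM DTT, pH 7.5) received compound, then a probe mix of 5 nM fluorescein-DNA and 100nM Texas-615-DNA. Fluorescence polarization was read for both dyes.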
TRHR agonist – qHTS for Small Molecule Agonists and Allosteric Enhancers of Human TRH Receptor: Primary Screen for Agonists; hit rate 0.18% among 360,000; TRHR cells, calcium flux fluo-8, FDSS agonist mode; AID 493084, 2011; activation, % at 2 µM; in the data active = activation above about 30%; also: 0% is about no effect
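In this calcium-flux screen, cells bearing human TRHR are dye-loaded with fluo-8, baselined for 10 cycles, then exposed to library compounds; positive kinetic calcium responses during the agonist phase mark hits, with TRH as control.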
Pol beta inh – qHTS Assay for Inhibitors of DNA Polymerase Beta. P06746. Pol beta primer extension/strand displacement, fluorescence kinetic. Potency, µM (top dose mostly 114 µM), without a hit: at the highest dose activity change, negative = inhibition, usual class: inhibitors. hit rate 1.3% among 340,000; also: potency is read from the fitted curve at half-maximal effect; % is scaled to controls: 0 for no effect and ±100 for the full control effect
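Reaction started by 50 nM substrate onto compound-treated Pol beta (10 nM, 15 min preincubation, room temperature); plates read at 0 min and 10 min. Normalized concentration-effect data fitted by four-parameter Hill equation.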
BLM helicase inh – qHTS Assay for Inhibitors of Bloom's syndrome helicase (BLM); RecQ-like DNA helicase BLM (Homo sapiens), P54132; recombinant BLM DNA unwinding, fluorescence dequenching; Potency, µM (doses to about 56.1 µM), without a hit: at the top dose activity change, negative = inhibition, actives largely listed as inhibitors; hit rate 0.2% among 350,000;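 also: potency is read from the fitted curve at half-maximal effect; plate controls were vehicle for no effect and no enzyme for full effect; nearly all actives have a fitted effect of over 35% in size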
APE1 inh – qHTS Assay for Inhibitors of the Human Apurinic/apyrimidinic Endonuclease 1 (APE1). DNA repair nuclease/redox regulator APEX1 (Homo sapiens), P27695. recombinant APE1, TAMRA/BHQ-2 abasic DNA cleavage fluorescence. Potency, µM (doses to about 65.8 µM), for the others: at the highest dose activity change, negative = inhibition, most hits filed as inhibitors. hit rate 0.35% among 350,000. AID 2517, 2012;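 also: potency is read from the fitted curve at half-maximal effect; plate controls were vehicle for no effect and reference inhibitor for full effect; nearly all actives have a fitted effect of over 55% in size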
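Step 1: APE1 (0.75 nM) with compound, 15 min RT. Step 2: add 50 nM fluorophore/quencher THF duplex. Step 3: three fluorescence reads 60 s apart (525/598 nm); read 3 minus read 1 = reaction progress.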
Pol kappa inh – qHTS for Inhibitors of Polymerase Kappa. AID 588579, 2011. Potency, µM (top dose mostly 107 µM), inactives show at the highest dose activity, negative = inhibition, most hits filed as inhibitors. DNA polymerase kappa (Homo sapiens), Q9UBT6. hit rate 0.53% among 400,000. purified Pol kappa, fluorescent DNA synthesis assay, 10 min; also: potency is read from the fitted curve at half-maximal effect; % is scaled to controls: 0 for no effect and ±100 for the full control effect
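10 nM Pol kappa was preincubated with compounds for 15 min at room temperature. Reaction started with 50 nM (final) substrate. Fluorescence read kinetically at 0 and 10 min.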
Apoferritin bind – qHTS Assay for Identification of Novel General Anesthetics. AID 485281, 2010. Potency, µM (top dose mostly 77.5 µM), for the others: at the highest dose activity change, negative = displacement, most hits filed as inhibitors. hit rate 0.074% among 350,000. apoferritin/1-aminoanthracene competitive binding, fluorescence. Ferritin light chain (Equus caballus), P02791; also: potency is read from the fitted curve at half-maximal effect; % is scaled to controls: 0 for no effect and ±100 for the full control effect; nearly all actives have a fitted effect of over 20% in size
Target sequence (P02791 2-175 limits assumed): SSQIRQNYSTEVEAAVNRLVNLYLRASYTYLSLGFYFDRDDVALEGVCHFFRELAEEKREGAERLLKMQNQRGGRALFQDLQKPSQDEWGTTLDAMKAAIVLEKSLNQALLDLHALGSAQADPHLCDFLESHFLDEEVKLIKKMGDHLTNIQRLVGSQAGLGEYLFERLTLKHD
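Horse-spleen apoferritin (10 uM) in 50% saturated 1-aminoanthracene in PBS was incubated 10 min at room temperature with compound. Fluorescence (ex 380, em 535 nm) was normalized to free and bound 1-AMA, with concentration-response fitted by a four-parameter Hill equation.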
Pol iota inh – qHTS for Inhibitors of Polymerase Iota; DNA polymerase iota (Homo sapiens), Q9UNA4; AID 588590, 2011; Pol iota fluorescent replication assay, 10 min; hit rate 1% among 390,000; Potency, µM (doses to about 115 µM), without a hit: at the highest dose activity, negative = inhibition, most hits filed as inhibitors; also: potency is read from the fitted curve at half-maximal effect
Target sequence (Q9UNA4 whole entry, looked up): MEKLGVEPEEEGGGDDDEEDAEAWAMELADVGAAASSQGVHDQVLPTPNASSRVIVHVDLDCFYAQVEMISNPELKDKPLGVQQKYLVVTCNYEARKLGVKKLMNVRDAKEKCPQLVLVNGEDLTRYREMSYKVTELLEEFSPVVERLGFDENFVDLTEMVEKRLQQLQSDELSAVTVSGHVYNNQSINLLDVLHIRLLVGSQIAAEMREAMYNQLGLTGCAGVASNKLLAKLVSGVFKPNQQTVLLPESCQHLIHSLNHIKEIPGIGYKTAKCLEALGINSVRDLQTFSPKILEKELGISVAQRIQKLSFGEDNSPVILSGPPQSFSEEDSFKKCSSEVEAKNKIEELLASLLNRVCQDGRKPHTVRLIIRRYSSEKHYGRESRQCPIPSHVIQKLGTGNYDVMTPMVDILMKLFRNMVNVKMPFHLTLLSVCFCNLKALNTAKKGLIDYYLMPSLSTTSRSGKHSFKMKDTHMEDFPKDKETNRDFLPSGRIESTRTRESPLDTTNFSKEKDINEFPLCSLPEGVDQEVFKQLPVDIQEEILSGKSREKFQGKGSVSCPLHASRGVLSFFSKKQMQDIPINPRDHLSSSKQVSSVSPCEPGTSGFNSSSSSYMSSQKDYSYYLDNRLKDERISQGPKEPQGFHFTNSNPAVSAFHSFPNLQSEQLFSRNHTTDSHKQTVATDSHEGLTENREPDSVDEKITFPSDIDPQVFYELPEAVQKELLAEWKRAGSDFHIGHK
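Fluorescent replication assay read twice, at 0 min and 10 min after adding 50 nM (final) substrate. Enzyme (10 nM) and compounds were first incubated 15 min at room temperature; enzyme-free buffer wells were negative controls.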
An asterisk follows results filed as active; ? = inconclusive; nt = not tested or not shown; & = joins results of further samples; [ ] = dose if it differs, or a comment. Unless noted, calls follow the shape of the dose curve; as a rule, active = well fitted curve in the direction sought with a large enough effect; inconclusive = small, poorly fitted or top-dose-only effect, or another doubt; inactive = no such curve, though single readings can be large; an effect the other way counts as inactive or inconclusive. Not all compounds are listed; rates above refer to the full screens.

Second line of a record – Pol iota inh, APE1 inh, Pol kappa inh, Apoferritin bind, ERG Ets-DNA blk, BLM helicase inh, TRHR agonist, Pol beta inh, ALOX12 inh
Cc1ccc(-n2ncc3c2CCCC3NC(=O)CCc2c(C)noc2C)cc1C (centres undefined)
→ 26.2%, -22.2%, -4.1%, -9.1%, 7.5%, -0.2%, -1.1, 2.6%, -16.2%
O=C(C1=C[C@H](c2ccc(Br)cc2)C[C@H](OCCCCO)O1)N1CCN(Cc2ccc3c(c2)OCO3)CC1
→ 6.3%, -2.5%, -18.5%, 6.2%, 13.6%, -9.4%, 0.0, -1.0%, nt
CC(C)(C)C1CCC(C(=O)Nc2ccc(N3CCOCC3)cc2N2CCOCC2)CC1 (centres undefined)
→ 9.1%, -6.3%, -2.1%, nt, 4.7%, nt, -0.6, nt, 170.1%[activator]
CCC(C)(C)NC(=O)C(c1ccc(OC)cc1)N(C(=O)CCC(=O)Nc1cc(C)on1)c1cc(OC)ccc1OC (centres undefined)
→ 147.1%[activator], -0.5%, -14.8%, -19.7%, 0.6%, -1.8%, 0.1, -3.5%, 0.0%
Cc1cccc(NC(=O)CN2C(=O)N/C(=C\c3ccc(N4CCOCC4)cc3)C2=O)c1
→ 3.6%, -1.6%, -1.6%, 10.4%, -12.3%, 0.1%, 0.9, 1.5%, -9.4%
CC(C)CNC1CCS(=O)(=O)C1 (centres undefined)
→ 9.4%, 0.0%, 7.0%, 13.5%, -12.8%, -3.0%, -0.6, -2.2%, ?
CCCN1C(=O)N(C)C(N(O)C(=O)NC)C1(C)C (centres undefined)
→ 11.9%, -2.6%, -8.2%, -12.9%, 0.1%, 0.6%, -0.7, 13.8%, 1.7%
OCc1nnn(-c2cccc(C(F)(F)F)c2)c1CO
→ 13.3%, 2.9%, 0.4%, -7.8%, -5.6%, -3.7%, nt, 48.6%, -4.7%
O=C(c1ccc(NS(=O)(=O)c2ccc(Cl)c(Cl)c2)cc1)N1CCOCC1
→ 4.5%, 9.2%, 6.5%, nt, 21.1%, nt, -0.2, nt, ?
Cc1ccccc1Cc1c(C)nc2nc(SCC(=O)NCCCN3CCCCC3)nn2c1C
→ 20.7%, -5.3%, -4.0%, -5.9%, -7.5%, -11.0%, -0.2, 23.3%, nt
COc1ccccc1N(C)S(=O)(=O)c1ccc(Cl)c(C(=O)NCC2(N(C)C)CCCCC2)c1
→ -0.3%, 10.9%, 2.8%, nt, -4.0%, nt, -0.2, nt, -13.2%
CC(=O)N1CCOc2ccc(S(=O)(=O)Nc3ccc(Cl)cn3)cc21
→ 21.4%, -12.2%, -6.8%, -3.9%, 12.6%, -0.6%, -0.1, 1.1%, 20.7%
CCn1cc(Br)c(C(=O)Nc2ccc(F)cc2F)n1
→ 27.6%, 2.9%, 13.5%, -0.9%, 1.1%, -2.4%, 0.0, 2.0%, -1.4%&0.0%
COc1ccc(N2CC(NC(=O)/C=C\c3ccc(OC)c(OC)c3)CC2=O)cc1 (centres undefined)
→ 1.8%, nt, -11.4%[60.1 µM], 8.8%, 1.2%, 0.2%, -0.1, 26.5%, -5.6%
O=C(NNC(=S)Nc1ccc(Br)cc1)c1ccccc1Br
→ 4.4%, 45.7%[activator], -13.8%, -9.7%, -5.3%, -5.0%, 0.3, 0.2%, 493.8%[activator]
CN(C(=O)COC(=O)COc1ccc(Cl)cc1Cl)c1c(N)n(Cc2ccccc2)c(=O)[nH]c1=O
→ ?, 12.6%, ?, nt, 2.4%, nt, 0.1, nt, 0.0%
O=C(CSc1nc2ccc(Nc3nc(N4CCCC4)nc(N4CCCC4)n3)cc2s1)NCc1ccco1
→ 21.2%, 8.4%, 1.3%, -10.7%, -3.7%, -6.1%, 0.1, 0.3%, 0.0%
Cc1nnc(-n2ncc(C#N)c2N)c2nn(-c3cccc(Cl)c3)c(C)c12
→ 11.0%, 18.6%, -7.9%, 8.5%, -1.8%, 3.4%, 0.3, -2.1%, 0.0%
COc1ccc(N(CC(=O)N2CCOCC2)S(C)(=O)=O)cc1Cl
→ 137.4%[activator], 58.9%[activator], -2.0%, 32.5%[activator], -12.3%, -2.4%, 0.4, 45.7%, ?
O=C(CSc1nc2ccccc2o1)c1ccccc1
→ -3.8%, 32.7%[activator], -12.0%, 0.1%, -2.4%, 3.8%, 0.6, 7.2%, -12.1%&22.4%

Reprinted at random: 2 entries already listed.
Second line of a record – Pol iota inh, APE1 inh, Pol kappa inh, Apoferritin bind, ERG Ets-DNA blk, BLM helicase inh, TRHR agonist, Pol beta inh, ALOX12 inh
Cc1nnc(-n2ncc(C#N)c2N)c2nn(-c3cccc(Cl)c3)c(C)c12
→ 11.0%, 18.6%, -7.9%, 8.5%, -1.8%, 3.4%, 0.3, -2.1%, 0.0%
O=C(CSc1nc2ccccc2o1)c1ccccc1
→ -3.8%, 32.7%[activator], -12.0%, 0.1%, -2.4%, 3.8%, 0.6, 7.2%, -12.1%&22.4%

(more compounds)
Second line of a record – Pol iota inh, APE1 inh, Pol kappa inh, Apoferritin bind, ERG Ets-DNA blk, BLM helicase inh, TRHR agonist, Pol beta inh, ALOX12 inh
O=C1c2ccccc2[C@@H]2C[C@@H](O)[C@H](Nc3ccccc3)CCN12
→ -11.7%, 1.1%, -8.3%, nt, 8.4%, nt, nt, nt, -6.6%
CN(CCOc1ccccc1)C(=O)C1CCC(=O)N(CCc2ccc(Cl)cc2)C1 (centres undefined)
→ -8.5%, 3.3%, 2.5%, -7.7%, -3.1%, -0.1%, -0.4, 8.0%, nt
Cc1ccnc(NS(=O)(=O)c2ccc(NC(=O)CCc3ccccc3)cc2)n1
→ -8.4%, 9.3%, -16.2%, -12.7%, 4.2%, -3.2%, -1.2, 1.6%, 0.0%
Cc1ccc(C2CC(=O)C=C(Nc3ccc(Cl)cc3)C2)cc1 (centres undefined)
→ 26.4%, -3.1%, -11.1%, -16.5%, -19.5%, -0.8%, -2.2, ?, 3.8%
Cc1cc(C)cc(OC(C)C(=O)Nc2c(C(=O)c3ccccc3)oc3ccccc23)c1 (centres undefined)
→ 12.3%, nt, -6.8%, -3.2%, 1.9%, -6.3%, 2.0, 23.7%, -2.3%
Clc1ccc(-[n+]2c(-c3cccc(Br)c3)[nH]c3nc4ccccc4nc32)cc1
→ -1.4%, 0.2%, -18.3%, -4.0%, -8.8%, -2.2%, 0.6, 1.1%, -28.1%
COc1ccc(CS(=O)(=O)CC(C)(O)c2ccccc2Cl)cc1 (centres undefined)
→ 1.9%, 13.9%, -9.1%, 5.8%, -8.0%, -0.8%, -0.3, -8.6%, ?
COc1ccc(C2C=C(c3ccccc3)Nc3nc(NC(=O)/C=C/c4ccc(F)cc4)nn32)cc1 (centres undefined)
→ 5.8%, nt, 0.2%, ?, -3.0%, -4.3%, -0.6, 19.4%, 1.0%
COC(=O)C(NC(=O)CCC(=O)N[C@@H](C(=O)OC)c1ccccc1)c1ccccc1 (some centres undefined)
→ 6.6%, 13.9%, -0.8%, -9.3%, 15.8%, -0.6%, -0.2, 10.5%, 16.0%
CCn1c(=O)n(CC)c2cc(N3CCCC3)c(NC(=O)c3cc(Cl)ccc3OC)cc21
→ 8.1%, -10.9%, -9.9%, -3.3%, 1.0%, -10.2%, 0.5, 57.1%, 3.2%
COCCn1c(SC(C(=O)Nc2cc(C)ccc2OC)c2ccccc2)nnc1-c1ccc(Cl)cc1 (centres undefined)
→ 18.1%, -7.8%, -10.7%, 8.6%, 9.4%, -9.9%, 0.2, 4.7%, -2.7%
COc1cccc(C2CC(C(F)(F)F)n3ncc(C(=O)Nc4c(C)n(C)n(-c5ccccc5)c4=O)c3N2)c1 (centres undefined)
→ -3.5%, 3.5%, 0.1%, -7.1%, 4.5%, 2.4%, -0.2, 1.4%, 0.0%
COC(=O)c1cccc(NC(=O)CCSc2ccc(Cl)cc2)c1C
→ 4.3%, 7.5%, -4.3%, -4.1%, -1.5%, -3.2%, 0.1, 34.5%, 157.7%[activator]
COC(=O)c1ccc2c(c1)N(CC(=O)Nc1ccc(OC)c(Cl)c1)C(=O)c1ccccc1S2
→ 20.8%, nt, -10.1%[60.1 µM], -5.7%, 0.0%, -3.7%, 0.3, 4.6%, -5.3%
Cc1ccc(C(=O)Nc2nccs2)s1
→ -4.2%, 6.3%, -24.6%, 2.0%, 14.9%, -3.0%, -0.2, -26.5%, 0.8%
Fc1ccc(N2CCN(c3ncnc4c3nc3n4CCCCC3)CC2)cc1
→ -7.7%, nt, -13.8%, -2.0%, 11.1%, -2.5%, -0.6, 1.1%, -25.2%
CC1CCCCN1CCCNC(=O)c1cc(Sc2ccc(Cl)cc2)nc2ccccc12 (centres undefined)
→ -9.2%, nt, -0.2%[60.1 µM], ?, 2.9%, -0.2%, 0.1, -23.9%, ?
CCOc1ccc(C(=O)Nc2cccc(-c3ccc4nncn4n3)c2)cc1
→ 3.6%, -4.1%, -10.8%, ?, -14.1%, -2.7%, -0.6, ?, -1.1%
Cc1cc(N/N=C/c2ccccc2F)c2ccccc2n1
→ 16.5%, 9.8%, -0.5%, ?, 0.0%, -5.9%, -0.6, 3.6%, -1.2%
